Assay outcomes as filed in PubChem.
D1 antagonist: blocks dopamine activation of the human D1 receptor; HEK293 TREx D1 cells, calcium flux, dopamine EC80; stronger effect = lower value; activity change, negative = inhibition, % at 10 µM; 3.2% of 360,000 active; AID 504652; in the data active = activity change below about -30%; also: % is scaled to controls: 0 for no effect and ±100 for the full control effect
Target sequence (P21728 whole entry, looked up): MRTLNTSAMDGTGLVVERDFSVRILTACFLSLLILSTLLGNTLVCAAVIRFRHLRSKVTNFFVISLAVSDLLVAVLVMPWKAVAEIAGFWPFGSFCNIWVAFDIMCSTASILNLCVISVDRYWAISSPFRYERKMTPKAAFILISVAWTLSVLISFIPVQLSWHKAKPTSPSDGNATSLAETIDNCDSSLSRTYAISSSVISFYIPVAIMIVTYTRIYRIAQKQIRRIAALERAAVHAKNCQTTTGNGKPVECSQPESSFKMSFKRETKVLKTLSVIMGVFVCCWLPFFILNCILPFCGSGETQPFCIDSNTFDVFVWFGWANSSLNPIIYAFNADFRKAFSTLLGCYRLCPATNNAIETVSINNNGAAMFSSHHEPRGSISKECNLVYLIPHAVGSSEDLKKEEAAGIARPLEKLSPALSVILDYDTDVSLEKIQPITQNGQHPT
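HEK293 T-REx cells expressing inducible, force-coupled D1 receptor; no-wash Ca dye, 30–90 min RT. Cmpd → 180 s read at 1 Hz → EC80 DA → 180 s read.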
D2 potentiator: positive allosteric modulators of human D2 dopamine receptor | P14416 | potentiation, % at 10 µM | AID 485347 | HEK293 T-REx D2, calcium flux, EC20 dopamine potentiation | 0.34% of 340,000 active;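 active = potentiation over 3 SD above the plate norm, cut at about 30% in these data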; also: 0% is about no effect
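Tetracycline-induced HEK293 T-REx cells force-coupled to calcium signalling expressed D2; compounds were pin-added after a 10 s baseline, read kinetically 180 s, then an EC20 dopamine challenge followed with a further 180 s calcium read.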
Vif-A3G inh: blocks the Vif interaction with human APOBEC3G; Q9HC16; HeLa A3G-eYFP + Vif (tagged APOBEC3G with the HIV-1 protein that degrades it), YFP fluorescence, overnight; Potency, µM (highest dose often 46.1 µM), without a hit: top-dose activity, negative = active, most hits filed as inhibitors; 0.076% of 410,000 active; AID 602310;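 also: potency is read from the fitted curve at half-maximal effect; % is scaled to controls: 0 for no effect and ±100 for the full control effect; nearly all actives have a fitted effect of over 60% in size; hits raise eYFP signal because A3G escapes Vif-driven loss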
Target sequence (Q9HC16 whole entry, looked up): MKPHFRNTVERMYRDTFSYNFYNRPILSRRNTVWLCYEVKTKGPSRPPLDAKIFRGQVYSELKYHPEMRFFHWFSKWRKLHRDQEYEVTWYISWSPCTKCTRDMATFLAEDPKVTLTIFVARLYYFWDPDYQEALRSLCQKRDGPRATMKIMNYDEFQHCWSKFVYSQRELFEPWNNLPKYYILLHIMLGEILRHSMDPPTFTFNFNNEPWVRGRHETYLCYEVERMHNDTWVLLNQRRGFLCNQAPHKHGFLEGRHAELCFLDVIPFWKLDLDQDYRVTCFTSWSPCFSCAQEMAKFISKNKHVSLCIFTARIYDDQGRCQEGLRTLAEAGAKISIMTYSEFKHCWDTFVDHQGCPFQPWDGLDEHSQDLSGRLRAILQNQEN
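HeLa cells stably expressing Vif and C-terminally eYFP-tagged A3G, seeded overnight at 37 deg C, then exposed to compound by pintool overnight at 37 deg C. Rise in yellow fluorescence (Ex 488/Em 500-530, Acumen) marks blocked Vif-driven A3G degradation.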
LDHA inh: inhibitors of human lactate dehydrogenase A; activity change, % (values are at about 110 or 230 µM); purified LDHA, NADH/diaphorase-resazurin fluorescence; stronger effect = lower value; AID 1347041; P00338; 0.15% of 480,000 active; in the data active = activity change below about -30%; inconclusive = mostly about -25% to -30%;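 also: plate controls were DMSO wells for no effect and wells without enzyme for full effect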
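Remaining NADH was detected by diaphorase (0.133 mg/mL) converting 37 µM resazurin to fluorescent resorufin, read at 0 and 20 minutes. The preceding 5-minute room-temperature reaction used 2 nM LDHA, 0.2 mM sodium pyruvate and 0.06 mM NADH at pH 7.4.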
RXFP1 agonist: RXFP1 (human) receptor agonism | Q9HBX9 | HEK293T-RXFP1 cAMP TR-FRET, 30 min; response scale: percent of porcine relaxin response, buffer zero | Potency, µM (highest dose often 57.5 µM), inactives show at the highest dose activation, most hits filed as activators | 0.3% of 370,000 active; also: potency is read from the fitted curve at half-maximal effect; % is scaled to controls: 0 for no effect and ±100 for the full control effect; nearly all actives have a fitted effect of over 60% in size; many of its hits are not listed in these tables
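HEK293 cells stably expressing RXFP1, treated 30 min at 37C with compounds plus PDE4 inhibitor Ro 20174; cAMP measured by HTRF TR-FRET. Normalized to buffer and 29 nM porcine relaxin; EC50 by Hill fit.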
D1 potentiator: enhances dopamine response at the human D1 receptor; HEK293 TREx D1 cells, calcium flux, dopamine EC20 potentiation; AID 504651; 0.036% of 360,000 active; potentiation, % at 10 µM; in the data active = potentiation above about 30%; also: 0% is about no effect
Glioma ERSR ind: ER stress response induction in glioma | 0.02% of 420,000 active | Potency, µM, for the others: at the top dose activation, most hits filed as activators | U87-MG GRP78 promoter luciferase reporter, 16 h; also: potency is read from the fitted curve at half-maximal effect; series mostly up to about 76 µM; % of control where 0% means no effect; nearly all actives have a fitted effect of over 35% in size
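ERSR induction read as luciferase luminescence (Bright-Glo, 10 min at room temperature) in stably transfected human U87-MG glioma cells exposed to compounds for 16 h, using GRP78 as sensor.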
Vif-A3F inh: inhibitors of Vif-A3F interaction; HeLa A3F-eYFP + Vif (tagged APOBEC3F with the HIV-1 protein that degrades it), YFP fluorescence increase; Potency, µM (series often up to 46.1 µM), without a hit: top-dose activity, negative = active; 0.2% of 390,000 active; AID 602313; also: potency is read from the fitted curve at half-maximal effect; % of control where 0% means no effect; nearly all actives have a fitted effect of over 65% in size
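Fluorescence increase (Ex 488/Em 500-530) after overnight compound treatment at 37 deg C flags inhibition of Vif-driven A3F-eYFP loss in stable HeLa A3F-eYFP/Vif cells seeded overnight beforehand.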
D1 agonist: human D1 receptor agonism; P21728; HEK293 T-REx D1 cells, calcium flux, agonist mode; activation, % at 2 µM; 1% of 360,000 active; in the data active = activation above about 30%; also: 0% is about no effect
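Agonism was scored from calcium flux recorded over 180 s (1 read/s) after pintool compound addition, following a 10-cycle baseline. Cells were inducible force-coupled HEK293 TREx D1, plated overnight at 30 C and loaded with no-wash calcium dye.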
* marks the source's active call; other numbers are inactive results; ? = inconclusive; . = not tested or not shown; & = joins results of further samples. Unless noted, calls follow the shape of the dose curve; as a rule, active = well fitted curve in the direction sought with a large enough effect; inconclusive = small, poorly fitted or top-dose-only effect, or another doubt; inactive = no such curve, though single readings can be large; an effect the other way counts as inactive or inconclusive. A portion of the library, so the mix of outcomes need not match the whole.

SMILES	D1 antagonist	D2 potentiator	Vif-A3G inh	LDHA inh	RXFP1 agonist	D1 potentiator	Glioma ERSR ind	Vif-A3F inh	D1 agonist
Cc1ccc(CN2CCN(CC(=O)N3CCc4ccccc4C3)C2=O)cc1	.	7	.	.	-0.1%	-2	.	.	1
Cc1cccc(NC(=O)NCCN2C(=O)C3C4C=CC(C4)C3C2=O)c1 (stereo not given)	12	-5	0%	-2	0.5%	2	0%	-2%	3
O=C(CSC1=NCCS1)Nc1ccccc1F	-9	9	1%	-14	-1.2%	-7	0%	-5%	11
CC(C)C[C@H]1CN=C(Nc2ccccc2)N1CC1CCC(C(C)(C)C)CC1 (stereo not given in full)	21	-11	0%	2	0.7%	3	-12%	-6%	70*
N#Cc1nc(-c2ccccc2)oc1NCCN1CCCCC1	-6	17	0%	-10	2.6%	-3	-6%	-1%	4
COC(=O)c1ccccc1OCCOc1ccccc1C(=O)OC	-12	1	2%	-2	3.7%	-8	-3%	7%	3
CC1(C)Cc2nc3sc4c(SCC(=O)NCc5ccccc5)ncnc4c3cc2CO1	-12	-2	-4%	0	?	-4	-2%	-14%	1
CCS(=O)(=O)n1nc(-c2ccccc2)cc1N	22	12	2%	-4	1.5%	.	-3%	-3%	2
Cc1nn(CCCC(=O)N2CCN(c3ccc(F)cc3)CC2)c(C)c1[N+](=O)[O-]	-24	1	1%	-11	-0.5%	-7	-2%	-11%	7
CC(C)OC(=O)CSc1nc(N)c(C#N)c(-c2cccs2)c1C#N	-25	1	-3%	6	5.2%	-6	-5%	-1%	9
O=C(CSc1nnc(NC(=O)c2ccccc2[N+](=O)[O-])s1)NCC1CCCO1 (stereo not given)	-8	-13	1%	-2	-4.0%	-4	-3%	2%	5
CCOCCn1ccc2c(OCC(=O)Nc3cccc([N+](=O)[O-])c3)cccc2c1=O	.	2	0%	0	3.2%	-2	5%	-1%	16
CCOc1ccc2oc(C(=O)NCC(c3ccco3)N(C)C)c(C)c2c1 (stereo not given)	7	-24	2%	2	0.6%	-2	3%	9%	5
Cc1ccc(S(=O)(=O)CCC(=O)OC2CC(C)OC2=O)cc1 (stereo not given)	.	.	3%	-7	.	.	6%	0%	.
Cc1ccc(SCCSc2nc(C)cc(=O)[nH]2)cc1	-4	9	2%	-1	1.1%	11	2%	-2%	0
CCN(CC)CCCNC(=O)Cc1ccc(NC(=O)N2CCCCc3ccccc32)cc1	-1	.	0%	-3	0.1%	1	1%	-5%	1
CC(NS(=O)(=O)c1ccc2c(c1)CC(=O)N2C)c1ccccc1 (stereo not given)	-5	6	-4%	2	-1.7%	-9	-2%	11%	4
CSc1n[nH]c(=S)n1N	3	9	6%	5	0.4%	-4	-2%	-7%	4
CC(NC(=O)/C(C#N)=C1\N=C(NC(=O)c2cccs2)c2ccccc21)c1ccccc1 (stereo not given)	-17	17	-26%	-3	-0.9%	1	-2%	?	3
CC(=O)Nc1c2c(nn1-c1cccc(Cl)c1)CS(=O)C2 (stereo not given)	2	.	-4%	-2	0.2%	-4	-2%	4%	1
CCOC(=O)c1ccc(Nc2c(OCC)c(=O)c2=O)cc1	-28	-2	-2%	-6	-0.8%	-6	-4%	12%	2
CC[C@@H](C)[C@@H](C(=O)Nc1ccc(C)cc1)N1Cc2ccccc2C1=O	-16	-5	-8%	0	-0.4%	0	-1%	1%	2
C/C(=N/NC(=O)c1cc(C2CC2)[nH]n1)c1cccs1	-4	-13	-2%	-1	-0.1%	-7	4%	-3%	1
Cc1ccc(NS(=O)(=O)c2ccc(NC(=O)C(C)Sc3ccc(Cl)cc3)cc2)c(C)c1 (stereo not given)	1	1	5%	3	-0.3%	0	8%	?	24
CC(C)(C)C(CCl)C(=O)NN=C(c1ccccc1)c1ccccc1 (stereo not given)	-2	.	-1%	-5	-0.3%	1	-3%	-2%	-1

Ordered by SMILES length (largest number first): eleven of the compounds above
SMILES	D1 antagonist	D2 potentiator	Vif-A3G inh	LDHA inh	RXFP1 agonist	D1 potentiator	Glioma ERSR ind	Vif-A3F inh	D1 agonist
CC(NC(=O)/C(C#N)=C1\N=C(NC(=O)c2cccs2)c2ccccc21)c1ccccc1 (stereo not given)	-17	17	-26%	-3	-0.9%	1	-2%	?	3
CCOCCn1ccc2c(OCC(=O)Nc3cccc([N+](=O)[O-])c3)cccc2c1=O	.	2	0%	0	3.2%	-2	5%	-1%	16
CC[C@@H](C)[C@@H](C(=O)Nc1ccc(C)cc1)N1Cc2ccccc2C1=O	-16	-5	-8%	0	-0.4%	0	-1%	1%	2
CC1(C)Cc2nc3sc4c(SCC(=O)NCc5ccccc5)ncnc4c3cc2CO1	-12	-2	-4%	0	?	-4	-2%	-14%	1
Cc1cccc(NC(=O)NCCN2C(=O)C3C4C=CC(C4)C3C2=O)c1 (stereo not given)	12	-5	0%	-2	0.5%	2	0%	-2%	3
CC(NS(=O)(=O)c1ccc2c(c1)CC(=O)N2C)c1ccccc1 (stereo not given)	-5	6	-4%	2	-1.7%	-9	-2%	11%	4
C/C(=N/NC(=O)c1cc(C2CC2)[nH]n1)c1cccs1	-4	-13	-2%	-1	-0.1%	-7	4%	-3%	1
Cc1ccc(SCCSc2nc(C)cc(=O)[nH]2)cc1	-4	9	2%	-1	1.1%	11	2%	-2%	0
N#Cc1nc(-c2ccccc2)oc1NCCN1CCCCC1	-6	17	0%	-10	2.6%	-3	-6%	-1%	4
O=C(CSC1=NCCS1)Nc1ccccc1F	-9	9	1%	-14	-1.2%	-7	0%	-5%	11
CSc1n[nH]c(=S)n1N	3	9	6%	5	0.4%	-4	-2%	-7%	4

Other structures
SMILES	D1 antagonist	D2 potentiator	Vif-A3G inh	LDHA inh	RXFP1 agonist	D1 potentiator	Glioma ERSR ind	Vif-A3F inh	D1 agonist
CC(C)C(c1nnnn1Cc1ccc(F)cc1)N1CCN(C(=O)c2ccco2)CC1 (stereo not given)	-1	1	-1%	2	0.7%	1	0%	0%	2
C=CCn1c(O)c(N=NC(=O)C(O)c2ccccc2)c2ccccc21 (stereo not given)	-1	11	-4%	0	3.6%	-4	-1%	4%	1
Cc1[nH]nc2c1C(=O)CCC2	3	.	0%	1	-0.3%	-5	-5%	-4%	1
OC1(c2ccccc2F)CCN(Cc2nnnn2CCc2ccccc2)CC1	-6	-8	0%	-4	1.9%	0	-2%	-3%	3
COc1ccc(-c2c[nH]c(=O)[nH]c2=O)cc1OC	-15	10	1%	2	1.4%	-10	-4%	1%	1
CCc1ccc(-n2c(=O)c3c4c(sc3n(CC(=O)NC(C)CC)c2=O)CCCC4)cc1 (stereo not given)	1	-1	1%	-6	3.5%	-1	0%	4%	-1
CCc1ccc(-c2cc(C(=O)Nc3ccc(S(=O)(=O)NC(C)=O)cc3)c3ccccc3n2)cc1	-6	-6	4%	-12	-2.4%	-3	13%	0%	12
COc1cc(C)cc2oc(=O)c(CC(=O)N3CCN(C(=O)C4COc5ccccc5O4)CC3)c(C)c12 (stereo not given)	10	3	2%	?	6.3%	-7	1%	5%	0
Cc1onc(-c2c(Cl)cccc2Cl)c1C(=O)N1C(C)CCCC1C (stereo not given)	.	.	0%	1	.	.	-3%	-3%	.
O=C(NNc1ccc([N+](=O)[O-])cc1)c1ccccc1Cl	-52*	5	0%	-2	1.3%	-4	-2%	-1%	9
Cc1ccc(C(=O)NC2CCN(C(=O)N3CCOCC3)CC2)cc1	-9	14	1%	-13	0.1%	3	-4%	0%	2
Cn1c(CC(=O)Nc2ccc(F)cc2)c(Sc2ccccc2)c2ccccc21	-7	0	3%	-1	1.1%	-14	-2%	2%	2
Cc1csc(NC(=O)COc2ccc3c(c2)CCC3)n1	-10	-12	0%	-1	2.2%	-3	-1%	0%	2
COc1ccc(S(=O)(=O)N(C)C[C@H]2Oc3c(NC(=O)CCC(F)(F)F)cccc3C(=O)N([C@H](C)CO)C[C@@H]2C)cc1	.	.	-9%	-5	.	.	-1%	-4%	.
Nc1nnc(C(F)(F)F)s1	8	2	-7%	-2	-0.3%	-1	-3%	-6%	4
CC(=O)c1ccc(NC(=S)NC(C)c2ccc(Cl)cc2Cl)cc1 (stereo not given)	-19	1	0%	-6	2.5%	-4	-5%	-14%	25
Cc1cccc(NC(=O)Cn2c(C(F)(F)F)nc3ccccc32)c1C	-10	-1	1%	-4	3.8%	-2	0%	1%	3
COCc1cc(C)nc(N/N=C/c2ccc(-c3ccc(Cl)cc3[N+](=O)[O-])o2)c1C#N	7	-6	-2%	2	2.6%	6	0%	1%	-1
O=C(Nc1ccc(F)cc1)c1cc2cc(Cl)ccc2[nH]1	1	-4	0%	-1&3	?	8	1%	0%	-2
COc1cccc(Cn2nnc(C(=O)NCc3ccc(F)cc3)c2N)c1	-50*	13	-2%	-6	1.0%	-6	-2%	2%	1
CCOc1ccc2nc(N3CCC(C(=O)Nc4c(C)cccc4C)CC3)sc2c1	-56*	-3	1%	-6	5.4%	-2	-2%	-11%	-1
O=C(NC(CC(=O)N1CCN(c2ccccc2)CC1)c1ccccc1)c1ccccc1 (stereo not given)	.	.	0%	-5	.	.	0%	0%	.
CC(=O)Nc1ccc(SC[C@H](Cc2ccccc2)N2CC[C@@H](C)CCC2=O)cc1	7	-1	0%&1%	-3	1.7%	-4	-6%&0%	-2%	3
Cc1ccc(C)c(NC(=O)Cn2ccn(-c3ccc(F)cc3)c(=O)c2=O)c1	-20	-3	4%	0	0.4%	-4	-1%	-7%	11
CCC(=O)N1CCc2cc(Br)cc(S(=O)(=O)NCc3ccc(Cl)cc3)c21	5	-25	3%	-24	-2.5%	0	-2%	-3%	1
CCOc1ccc(C(=O)NCc2ccc3c(c2)CCN3C(=O)c2ccc(C)cc2)cc1OCC	-66*	-7	-12%	-5	0.2%	-6	0%	17%	5
